D1 antag = human D1 dopamine receptor antagonism | hit rate 3.2% among 360,000 | P21728 | AID 504652 | HEK293 TREx D1 cells, calcium flux, dopamine EC80; stronger effect = lower value | activity change, negative = inhibition, % at 10 µM; in the data active = activity change below about -30%; also: % is scaled to controls: 0 for no effect and ±100 for the full control effect
Target sequence (P21728 whole entry, looked up): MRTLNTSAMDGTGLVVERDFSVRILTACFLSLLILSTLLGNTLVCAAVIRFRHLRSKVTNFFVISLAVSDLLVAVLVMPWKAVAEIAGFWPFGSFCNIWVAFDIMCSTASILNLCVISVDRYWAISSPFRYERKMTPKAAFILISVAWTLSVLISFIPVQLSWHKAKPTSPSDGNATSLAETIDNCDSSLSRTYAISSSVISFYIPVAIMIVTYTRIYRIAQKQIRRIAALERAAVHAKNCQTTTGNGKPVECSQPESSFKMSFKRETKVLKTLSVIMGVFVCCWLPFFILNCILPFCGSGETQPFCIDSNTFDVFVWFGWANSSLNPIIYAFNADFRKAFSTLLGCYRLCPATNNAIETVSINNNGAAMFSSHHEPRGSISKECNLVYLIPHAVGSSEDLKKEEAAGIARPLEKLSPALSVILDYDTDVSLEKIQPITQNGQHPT
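Compound effects on dopamine-evoked calcium signalling were measured in tetracycline-induced HEK293 Trex D1 cells. Dopamine at EC80 followed a 180 s compound pre-read, and fluorescence was tracked kinetically for 180 s more.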
D1 PAM = potentiators of human D1 dopamine receptor. P21728. HEK293 TREx D1 cells, calcium flux, dopamine EC20 potentiation. potentiation, % at 10 µM. hit rate 0.036% among 360,000; in the data active = potentiation above about 30%; also: 0% is about no effect
Vif-APOBEC3G blk = inhibitors of Vif-APOBEC3G interaction; Q9HC16; HeLa A3G-eYFP + Vif (tagged APOBEC3G with the HIV-1 protein that degrades it), YFP fluorescence, overnight; Potency, µM (series often up to 46.1 µM), without a hit: at the highest dose activity, negative = active, actives largely listed as inhibitors; hit rate 0.076% among 410,000; AID 602310;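 also: potency is read from the fitted curve at half-maximal effect; % is scaled to controls: 0 for no effect and ±100 for the full control effect; nearly all actives have a fitted effect of over 60% in size; hits raise eYFP signal because A3G escapes Vif-driven loss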
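HeLa cells stably expressing Vif and C-terminally eYFP-tagged A3G, seeded overnight at 37 deg C, then exposed to compound by pintool overnight at 37 deg C. Rise in yellow fluorescence (Ex 488/Em 500-530, Acumen) marks blocked Vif-driven A3G degradation.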
D1 agonist = human D1 receptor agonism; P21728; HEK293 T-REx D1 cells, calcium flux, agonist mode; activation, % at 2 µM; hit rate 1% among 360,000; AID 504660; in the data active = activation above about 30%; also: 0% is about no effect
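Inducible HEK293 T-REx D1 cells, force-coupled to calcium signalling, were plated at 4000 cells/well with tetracycline and held overnight at 30 C. After no-wash calcium dye loading, compound-evoked calcium rise over 180 s flagged agonists.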
LDHA inh = blocks human lactate dehydrogenase A; purified LDHA, NADH/diaphorase-resazurin fluorescence; stronger effect = lower value; activity change, % (values are at about 110 or 230 µM); hit rate 0.15% among 480,000; AID 1347041; in the data active = activity change below about -30%; inconclusive = mostly about -25% to -30%;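 also: plate controls were DMSO wells for no effect and wells without enzyme for full effect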
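Enzyme activity of human lactate dehydrogenase 5 (2 nM; 0.06 mM NADH, 0.2 mM pyruvate, 5 min, RT) is measured via a resazurin/diaphorase fluorescence readout of residual NADH.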
Glioma ERSR ind = inducers of ER stress response in human glioma cells | hit rate 0.02% among 420,000 | Potency, µM, for the others: at the highest dose activation, actives largely listed as activators | U87-MG GRP78 promoter luciferase reporter, 16 h | AID 602332; also: potency is read from the fitted curve at half-maximal effect; series mostly up to about 76 µM; % of control where 0% means no effect; nearly all actives have a fitted effect of over 35% in size
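ERSR induction read as luciferase luminescence (Bright-Glo, 10 min at room temperature) in stably transfected human U87-MG glioma cells exposed to compounds for 16 h, using GRP78 as sensor.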
RXFP1 ag = agonists of human relaxin receptor RXFP1 | hit rate 0.3% among 370,000 | HEK293T-RXFP1 cAMP TR-FRET, 30 min; response scale: percent of porcine relaxin response, buffer zero | Potency, µM (series often up to 57.5 µM), without a hit: at the top dose activation, actives largely listed as activators | AID 2676 | Q9HBX9; also: potency is read from the fitted curve at half-maximal effect; % is scaled to controls: 0 for no effect and ±100 for the full control effect; nearly all actives have a fitted effect of over 60% in size; many of its hits are not listed in these tables
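HEK293 cells stably expressing RXFP1, treated 30 min at 37C with compounds plus PDE4 inhibitor Ro 20174; cAMP measured by HTRF TR-FRET. Normalized to buffer and 29 nM porcine relaxin; EC50 by Hill fit.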
D2 PAM = D2 dopamine receptor (human) potentiation. AID 485347. HEK293 T-REx D2, calcium flux, EC20 dopamine potentiation. potentiation, % at 10 µM. hit rate 0.34% among 340,000. P14416;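 active = potentiation over 3 SD above the plate norm, cut at about 30% in these data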; also: 0% is about no effect
Target sequence (P14416 whole entry, looked up): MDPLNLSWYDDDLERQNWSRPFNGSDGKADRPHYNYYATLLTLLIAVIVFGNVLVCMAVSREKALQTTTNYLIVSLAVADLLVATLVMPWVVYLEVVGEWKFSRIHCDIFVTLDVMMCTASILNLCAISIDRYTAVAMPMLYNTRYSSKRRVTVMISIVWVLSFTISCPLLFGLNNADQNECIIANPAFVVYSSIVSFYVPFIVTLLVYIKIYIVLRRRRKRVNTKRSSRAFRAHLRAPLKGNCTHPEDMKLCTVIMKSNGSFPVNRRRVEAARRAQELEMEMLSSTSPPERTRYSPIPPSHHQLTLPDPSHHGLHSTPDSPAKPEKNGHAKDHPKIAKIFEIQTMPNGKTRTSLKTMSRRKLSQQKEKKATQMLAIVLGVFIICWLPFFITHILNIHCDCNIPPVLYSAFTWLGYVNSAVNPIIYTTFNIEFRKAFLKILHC
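Potentiation of an EC20 dopamine calcium response is measured in a force-coupled, tetracycline-inducible Hek293 Trex D2 line. Compound-only kinetic reads over 180 s flag agonists before dopamine addition.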
Vif-APOBEC3F blk = inhibitors of Vif-A3F interaction | AID 602313 | HeLa A3F-eYFP + Vif (tagged APOBEC3F with the HIV-1 protein that degrades it), YFP fluorescence increase | hit rate 0.2% among 390,000 | Potency, µM (top dose mostly 46.1 µM), for the others: at the top dose activity, negative = active; also: potency is read from the fitted curve at half-maximal effect; % of control where 0% means no effect; nearly all actives have a fitted effect of over 65% in size
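HeLa cells stably expressing Vif plus C-terminally eYFP-tagged A3F were seeded, incubated overnight at 37 deg C, dosed with compound, incubated overnight again at 37 deg C. Yellow fluorescence (Ex 488/Em 500-530) reported blocked Vif-mediated A3F-eYFP degradation.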
* = called active by the depositor; & = joins results of further samples. Unless noted, calls follow the shape of the dose curve; as a rule, active = well fitted curve in the direction sought with a large enough effect; inconclusive = small, poorly fitted or top-dose-only effect, or another doubt; inactive = no such curve, though single readings can be large; an effect the other way counts as inactive or inconclusive.

What do the screens show for `O=C(Nc1cc(Cl)cc(Cl)c1)C1CCC(=O)N1Cc1ccccc1Cl` (configuration not stated)?
D1 antag: -20; D1 PAM: -11; Vif-APOBEC3G blk: 2%; D1 agonist: 27; LDHA inh: 0; Glioma ERSR ind: -1%; RXFP1 ag: -0.5%; D2 PAM: 18; Vif-APOBEC3F blk: 7%

Results for CC(C)(C)c1ccc(NC(=O)c2ccc3c(c2)S(=O)(=O)c2ccccc2C3=O)cc1 ?
Vif-APOBEC3G blk: 1%; LDHA inh: -9; Glioma ERSR ind: -3%; Vif-APOBEC3F blk: 3%

Results for CC(C)(C=O)Cc1cc(C(C)(C)C)c(O)c(C(C)(C)C)c1 ?
D1 antag: 38; D1 PAM: 10; Vif-APOBEC3G blk: 1%; D1 agonist: 8; LDHA inh: -2; Glioma ERSR ind: 0%&-1%&-5%; RXFP1 ag: -1.4%; D2 PAM: 20; Vif-APOBEC3F blk: -5%

How did Cc1onc(-c2ccccc2)c1C(=O)NNC(=S)NC(=O)/C=C/c1cccs1 do in these assays?
D1 antag: 9; D1 PAM: -1; Vif-APOBEC3G blk: 0%; D1 agonist: 9; LDHA inh: -6; Glioma ERSR ind: 6%; RXFP1 ag: -1.5%; D2 PAM: 10; Vif-APOBEC3F blk: 5%

Results for NC(=O)c1ccc(NC(=O)CS(=O)(=O)c2cn(CC(=O)N3CCCCC3)c3ccccc23)cc1 ?
D1 antag: -5; D1 PAM: 1; Vif-APOBEC3G blk: 0%; D1 agonist: 8; LDHA inh: -11; Glioma ERSR ind: -6%; RXFP1 ag: 6.6%; D2 PAM: 6; Vif-APOBEC3F blk: -7%

Results for COc1ccc(-n2c(Cc3cccn3C)nnc2SCC(=O)Nc2cccc(NC(C)=O)c2)cc1 ?
D1 antag: -1; D1 PAM: 2; Vif-APOBEC3G blk: 2%; D1 agonist: 2; LDHA inh: 6; Glioma ERSR ind: 6%; RXFP1 ag: -0.4%; Vif-APOBEC3F blk: -3%

How did CN(C)c1ccc(CN(C(=O)COc2ccccc2)C2CCS(=O)(=O)C2)cc1 (configuration not stated) do in these assays?
D1 antag: 3; D1 PAM: -6; Vif-APOBEC3G blk: 3%; D1 agonist: 4; LDHA inh: 0; Glioma ERSR ind: 0%; RXFP1 ag: 2.3%; D2 PAM: 0; Vif-APOBEC3F blk: -5%

How did O=C(NNC(=O)C1CC(=O)N(c2ccc3c(c2)OCCO3)C1)c1ccc(F)cc1 (configuration not stated) do in these assays?
D1 antag: 23; D1 PAM: -2; Vif-APOBEC3G blk: -1%; D1 agonist: 1; LDHA inh: -1; Glioma ERSR ind: -1%; RXFP1 ag: -1.2%; D2 PAM: -8; Vif-APOBEC3F blk: -18%

What do the screens show for `CCOC(=O)N1CCc2c(sc(NC(=O)c3ccc(Cl)s3)c2C(N)=O)C1`?
D1 antag: 0; D1 PAM: 8; D1 agonist: 6; RXFP1 ag: 6.3%

How did CSc1nc2ccccc2n1Cc1c(Cl)cccc1Cl do in these assays?
D1 antag: 3; D1 PAM: 1; Vif-APOBEC3G blk: -10%; D1 agonist: 1; LDHA inh: 1; Glioma ERSR ind: -5%; RXFP1 ag: 1.9%; D2 PAM: 3; Vif-APOBEC3F blk: -7%

How did CN(C)CCCNc1c2c(nc3cc(-c4cccc(F)c4)nn13)CCC2 do in these assays?
D1 antag: 2; D1 PAM: 3; Vif-APOBEC3G blk: 0%; D1 agonist: -1; LDHA inh: 0; Glioma ERSR ind: -2%; RXFP1 ag: 2.9%; D2 PAM: -5; Vif-APOBEC3F blk: -7%

How did Cc1cc2oc(C(=O)Nc3ccc(S(=O)(=O)N(C)c4ccccc4)cc3)cc(=O)c2cc1C do in these assays?
D1 antag: -27; D1 PAM: 1; Vif-APOBEC3G blk: -3%; D1 agonist: 1; LDHA inh: 3&-1; Glioma ERSR ind: -3%; RXFP1 ag: 1.1%; D2 PAM: -7; Vif-APOBEC3F blk: -2%

Results for O=C(NCC(c1cccs1)S(=O)(=O)c1cccs1)c1c(F)cccc1F (configuration not stated) ?
D1 antag: -12; D1 PAM: -2; Vif-APOBEC3G blk: 0%; D1 agonist: 2; LDHA inh: -1; Glioma ERSR ind: 3%; RXFP1 ag: 6.7%; D2 PAM: 8; Vif-APOBEC3F blk: -2%

What do the screens show for `CCOC(=O)CNC(=O)C1CCCc2c1[nH]c1ccc(Cl)cc21` (configuration not stated)?
D1 antag: -35*; D1 PAM: -3; Vif-APOBEC3G blk: -2%; D1 agonist: 16; LDHA inh: -9; Glioma ERSR ind: 0%; RXFP1 ag: -3.0%; D2 PAM: -3; Vif-APOBEC3F blk: 5%

Results for O=C(O)C1=CC[C@@H](c2ccc(Cl)cc2)N(S(=O)(=O)c2ccc(Cl)cc2)[C@H]1c1cccc(Cl)c1 ?
D1 antag: 0; D1 PAM: -3; Vif-APOBEC3G blk: -17%; D1 agonist: 0; LDHA inh: -6; Glioma ERSR ind: -6%; RXFP1 ag: -0.3%; Vif-APOBEC3F blk: -1%

How did O=[N+]([O-])c1ccc(C2CCCC/C2=N/OCc2ccccc2F)c([N+](=O)[O-])c1 (configuration not stated) do in these assays?
Vif-APOBEC3G blk: 0%; LDHA inh: 1; Glioma ERSR ind: -1%; RXFP1 ag: -1.2%; Vif-APOBEC3F blk: -3%

What do the screens show for `CC(=O)c1nnn(-c2nc(N)nc(N(c3ccccc3)c3ccccc3)n2)c1C`?
D1 antag: -18; D1 PAM: 3; Vif-APOBEC3G blk: 0%; D1 agonist: 1; LDHA inh: -2; Glioma ERSR ind: -3%; RXFP1 ag: 3.9%; D2 PAM: 16; Vif-APOBEC3F blk: 6%

What do the screens show for `O=C(Nc1ccccc1C(=O)NC(Cc1c[nH]c2ccccc12)C(=O)O)c1ccccc1` (configuration not stated)?
D1 antag: -4; D1 PAM: -1; Vif-APOBEC3G blk: -2%; D1 agonist: 1; LDHA inh: -8; Glioma ERSR ind: -1%; RXFP1 ag: -1.8%; D2 PAM: -13; Vif-APOBEC3F blk: -5%

How did COCCNC(=S)N1CCC(NC(=O)C23CC4CC(CC(C4)C2)C3)CC1 do in these assays?
D1 antag: 0; D1 PAM: -3; Vif-APOBEC3G blk: 1%; D1 agonist: 1; LDHA inh: -3; Glioma ERSR ind: -3%; RXFP1 ag: -2.4%; D2 PAM: 13; Vif-APOBEC3F blk: 4%

Results for CC(=O)c1c(C)[nH]c(C(=O)OCC(=O)NCc2ccc3c(c2)OCO3)c1C ?
D1 antag: -17; D1 PAM: -5; Vif-APOBEC3G blk: -1%; D1 agonist: 1; LDHA inh: -2; Glioma ERSR ind: -6%; RXFP1 ag: 0.1%; D2 PAM: -7; Vif-APOBEC3F blk: 1%

How did COc1cccc(CNC(=O)CCNC(=O)C2CCN(S(=O)(=O)c3ccc(F)cc3)CC2)c1 do in these assays?
D1 antag: -10; D1 PAM: -5; Vif-APOBEC3G blk: 3%; D1 agonist: 5; LDHA inh: -2; Glioma ERSR ind: -2%; RXFP1 ag: -1.0%; D2 PAM: 3; Vif-APOBEC3F blk: -3%

What do the screens show for `COc1ccc(OCCOc2ccc(/C=C3\C(=N)N4N=C(C)SC4=NC3=O)cc2)cc1`?
D1 antag: -23; D1 PAM: -2; Vif-APOBEC3G blk: 2%; D1 agonist: 1; LDHA inh: 1; Glioma ERSR ind: 1%; RXFP1 ag: -0.1%; D2 PAM: 6; Vif-APOBEC3F blk: -5%

How did CCc1nnc2n1N=C(c1ccc(OC)cc1)CS2 do in these assays?
D1 antag: -2; D1 PAM: 5; Vif-APOBEC3G blk: inconclusive; D1 agonist: 1; LDHA inh: -11; Glioma ERSR ind: -3%; RXFP1 ag: 0.2%; D2 PAM: 4; Vif-APOBEC3F blk: -19%

How did COc1ccccc1CNC(=O)C1CCN(S(=O)(=O)c2c(C)noc2/C=C/c2c(C)cc(C)cc2C)CC1 do in these assays?
D1 antag: 6; D1 PAM: -1; Vif-APOBEC3G blk: 12%; D1 agonist: 8; LDHA inh: 0; Glioma ERSR ind: -2%; RXFP1 ag: 4.6%; D2 PAM: -3; Vif-APOBEC3F blk: 6%

What do the screens show for `CCCc1nnc(NC(=O)CCS(=O)(=O)Cc2ccccc2)s1`?
D1 antag: -13; D1 PAM: -4; Vif-APOBEC3G blk: -3%; D1 agonist: 1; LDHA inh: -16&-1; Glioma ERSR ind: -3%; RXFP1 ag: -1.2%; D2 PAM: 8; Vif-APOBEC3F blk: 6%

Results for O=C(O)c1cc(NCc2cccs2)ccc1N1CCOCC1 ?
D1 antag: 0; D1 PAM: -4; Vif-APOBEC3G blk: -3%; D1 agonist: 2; LDHA inh: -2; Glioma ERSR ind: -4%; RXFP1 ag: 2.5%; D2 PAM: -6; Vif-APOBEC3F blk: -3%

3 successive compounds from above, quoted:
How did COc1ccccc1CNC(=O)C1CCN(S(=O)(=O)c2c(C)noc2/C=C/c2c(C)cc(C)cc2C)CC1 do in these assays?
D1 antag: 6; D1 PAM: -1; Vif-APOBEC3G blk: 12%; D1 agonist: 8; LDHA inh: 0; Glioma ERSR ind: -2%; RXFP1 ag: 4.6%; D2 PAM: -3; Vif-APOBEC3F blk: 6%

What do the screens show for `CCCc1nnc(NC(=O)CCS(=O)(=O)Cc2ccccc2)s1`?
D1 antag: -13; D1 PAM: -4; Vif-APOBEC3G blk: -3%; D1 agonist: 1; LDHA inh: -16&-1; Glioma ERSR ind: -3%; RXFP1 ag: -1.2%; D2 PAM: 8; Vif-APOBEC3F blk: 6%

Results for O=C(O)c1cc(NCc2cccs2)ccc1N1CCOCC1 ?
D1 antag: 0; D1 PAM: -4; Vif-APOBEC3G blk: -3%; D1 agonist: 2; LDHA inh: -2; Glioma ERSR ind: -4%; RXFP1 ag: 2.5%; D2 PAM: -6; Vif-APOBEC3F blk: -3%

Screening results deposited in PubChem BioAssay by National Center for Advancing Translational Sciences (NCATS).

A portion of the library, so the mix of outcomes need not match the whole.
